S1P4 agonist: human S1P4 receptor agonism; O95977; S1P4-expressing cell line, agonist reporter assay; activation, % at 4.98 µM; 220,000 compounds, 0.35% hits; in the data active means activation above about 11%;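 further: 0% = DMSO vehicle and 100% = reference agonist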
Ba/F3 V617F tox: reduce viability of Ba/F3 cells dependent on JAK2V617F; inhibition, % at 5.6 µM; Ba/F3 EpoR-JAK2V617F viability, ATP luminescence; 220,000 compounds, 1.1% hits;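 active means inhibition above the campaign mean plus 3 SD over all tested compounds, cut at about 24% in these data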;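 further: cytokine-independent growth of Ba/F3 cells driven by EpoR plus mutant JAK2; 0% = DMSO-treated cells and 100% = JAK inhibitor I control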
NPY Y1 blocker: blocks the human neuropeptide Y Y1 receptor | HEK293-CNG Y1 cells, membrane potential fluorescence; NPY at EC95, then isoproterenol | inhibition, % at 3.6 µM | 200,000 compounds, 1% hits;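 active means inhibition above the campaign mean inhibition of all tested compounds plus 3 SD, cut at about 20% in these data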;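 further: 0% = DMSO wells given NPY plus isoproterenol and 100% = isoproterenol alone without NPY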
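Material: HEK293 Y1/CNG channel cell line | Also added: NPY (25 nM), isoproterenol (1 µM), Ro 20-1724 (25 µM) | Compound: One concentration, 3.6 µM, in 0.4% DMSO | Schedule: 3 h dye uptake, 1 h room-temperature compound, 45 min post-isoproterenol | Signal: Membrane-potential fluorescent dye readout | Read-out: % inhibition of NPY effect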
p47phox inh: blocks human p47phox regulatory protein of NADPH oxidases | p47phox/p22phox peptide binding, fluorescence polarization, 2 h | 220,000 compounds, 0.53% hits | P14598 | inhibition, % at 24.7 µM | AID 1274;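 active means inhibition above about 30%, limit read from the data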;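 further: 0% = p47phox with labelled peptide and 100% = labelled peptide alone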
Target sequence (P14598 whole entry, looked up): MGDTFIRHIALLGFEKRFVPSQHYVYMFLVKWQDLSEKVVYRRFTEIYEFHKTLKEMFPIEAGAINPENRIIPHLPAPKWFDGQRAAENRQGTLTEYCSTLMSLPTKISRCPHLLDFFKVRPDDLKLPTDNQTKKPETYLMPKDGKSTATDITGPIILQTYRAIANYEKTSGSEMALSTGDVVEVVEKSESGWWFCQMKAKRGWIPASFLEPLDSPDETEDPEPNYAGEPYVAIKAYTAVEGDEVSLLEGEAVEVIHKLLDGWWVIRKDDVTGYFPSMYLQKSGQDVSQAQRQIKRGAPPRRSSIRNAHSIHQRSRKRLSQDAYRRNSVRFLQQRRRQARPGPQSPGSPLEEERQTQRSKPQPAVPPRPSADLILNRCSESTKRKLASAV
BaF3 tox: parental Ba/F3 viability inhibition as JAK2V617F counter-screen. 220,000 compounds, 1.1% hits. inhibition, % at 5.6 µM. CellTiter-Glo ATP luminescence. AID 1486;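 active means inhibition above a per-campaign cutoff, the mean inhibition of all tested compounds plus 3 SD, cut at about 27% in these data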;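 further: 0% = DMSO wells and 100% = JAK Inhibitor I control wells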
S1P4 antagonist: human S1P4 receptor antagonism; O95977; S1P4-expressing cells, antagonist mode, reporter read-out; inhibition, % at 4.98 µM; 220,000 compounds, 0.26% hits; in the data active means inhibition above about 29%;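 further: 0% = wells stimulated with agonist and 100% = vehicle wells without agonist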
CHOP inh: inhibitors of CHOP induction in ER stress response; CHO-K1 CHOP-promoter luciferase, tunicamycin-induced, 15-18 h; inhibition, % at 10 µM; 220,000 compounds, 3.8% hits;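 active means compounds that reduced the stress-induced luciferase reporter signal by more than about 70% of percent inhibition, limit read from the data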;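 further: 0% = tunicamycin plus vehicle and 100% = wells without tunicamycin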
NPY-Y1 PAM-ag: potentiators or agonists of human neuropeptide Y receptor Y1. NPY-Y1 expressing cells, potentiator/agonist activation. AID 1304. P25929. activation, % at 3.6 µM. 220,000 compounds, 0.37% hits; in the data active means activation above about 33%, passing the limit was not always enough;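 further: cells stimulated with NPY at EC10 then isoproterenol at EC100; 0% = low agonist plus stimulus and 100% = saturating agonist plus stimulus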
NPY-Y2 PAM-ag: human NPY-Y2 potentiation or agonism, primary screen; P49146; cells expressing NPY-Y2, potentiator/agonist read-out; activation, % at 3.6 µM; 220,000 compounds, 0.45% hits; AID 1359; in the data active means activation above about 27%;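 further: cells stimulated with NPY near EC25 plus isoproterenol at EC100; 0% = vehicle plus submaximal agonist and 100% = vehicle plus saturating agonist; some results beyond the cut were filed as inactive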
Target sequence (P49146 whole entry, looked up): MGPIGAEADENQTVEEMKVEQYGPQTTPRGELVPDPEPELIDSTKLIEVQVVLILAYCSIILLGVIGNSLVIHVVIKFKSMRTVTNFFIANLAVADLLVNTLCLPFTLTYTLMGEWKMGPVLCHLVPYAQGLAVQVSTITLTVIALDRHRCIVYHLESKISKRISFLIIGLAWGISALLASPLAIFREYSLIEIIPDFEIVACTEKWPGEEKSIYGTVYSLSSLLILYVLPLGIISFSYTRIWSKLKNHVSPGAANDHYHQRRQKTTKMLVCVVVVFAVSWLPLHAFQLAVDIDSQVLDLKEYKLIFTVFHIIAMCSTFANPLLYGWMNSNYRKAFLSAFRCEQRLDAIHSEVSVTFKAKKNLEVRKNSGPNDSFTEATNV
Numbers without * were called inactive; nt = no result given; + = active, no number.

Fields – S1P4 antagonist | BaF3 tox | NPY-Y1 PAM-ag | NPY-Y2 PAM-ag | p47phox inh | S1P4 agonist | NPY Y1 blocker | Ba/F3 V617F tox | CHOP inh
1) CCOC(=O)c1c(NC(=O)C2=C(C)NC(=S)NC2c2ccc(CC)cc2)sc(C)c1C (stereo not given)
 : -15 | 1 | 8 | 6 | -28 | 1.5 | -3 | -3 | 97*
2) O=C(NC1CCCCC1)C(c1ccccc1)N(Cc1ccco1)C(=O)Cn1cnc2ccccc21 (stereo not given)
 : 3 | 4 | -130 | -97 | -13 | 2.8 | 78* | 5 | -14
3) CC1Cc2ccccc2N1C(=O)CCNS(=O)(=O)c1cccc2nsnc12 (stereo not given)
 : -8 | 3 | -16 | -13 | -1 | 0.9 | 4 | 2 | -3
4) CCSc1nnc(-c2ccc(OC)cc2)o1
 : -7 | -1 | -6 | -11 | -5 | 0.2 | 2 | 1 | 61
5) Cc1ccc(NC(=O)CN2CCN(CCN=CC3=C(O)CC(C)(C)CC3=O)CC2)cc1
 : -4 | 5 | -3 | -16 | 1 | 0.0 | -6 | 4 | -5
6) O=C(NNC(=S)NC(=O)c1cccs1)c1ccc(NC(=O)c2ccccc2)cc1
 : 5 | 3 | 6 | 9 | -10 | 0.7 | -4 | -1 | 49
7) Cc1ccc(C(=O)NC(=S)NNC(=O)CCN2CCOCC2)cc1
 : 1 | 5 | 4 | -11 | 1 | -2.0 | -2 | 5 | 15
8) COC(=O)c1nn(-c2ccc(OC)cc2)c(=O)cc1O
 : -9 | 7 | 0 | -6 | 6 | 1.1 | 6 | 0 | -14
9) COc1nc(OC)nc(N2CCC(C(=O)NCc3ccco3)CC2)n1
 : -28 | 3 | 15 | -6 | -16 | 1.2 | 4 | -2 | 5
10) O=C1Nc2ccc(Br)cc2C1(O)Cc1ccncc1 (stereo not given)
 : -19 | 5 | -38 | 4 | -4 | 1.3 | -2 | 0 | 35
11) Cc1ccc(OCc2cc(C(=O)Nc3ccccc3)oc2C)cc1
 : -14 | 3 | -23 | -23 | -18 | 1.3 | 10 | 2 | -6
12) O=C1c2ccccc2C(=O)N1CCCCN(C(=O)c1cc([N+](=O)[O-])ccc1Cl)c1ccc(Cl)cc1
 : -9 | 7 | 2 | 12 | -8 | -1.4 | 4 | 1 | -15
13) O=C(C1=NNCC1c1ccccc1)C1OC1c1ccccc1 (stereo not given)
 : 8 | -2 | 4 | -6 | -5 | 1.0 | nt | 0 | -9
14) CCC(C)(C(=O)Nc1c(C)cccc1C)N(C)C(=O)c1ccc2ccccc2n1 (stereo not given)
 : -8 | -1 | 15 | -14 | -8 | 0.2 | nt | -5 | 4
15) COc1ccccc1-c1cc(C(F)(F)F)nc(S(=O)(=O)CCCC(=O)Nc2cccnc2Cl)n1
 : 50* | 2 | -24 | -17 | 3 | -0.7 | 5 | 0 | 108*
16) CCOCCCNC(=S)NCCNc1nc2c(C)cccc2cc1C#N
 : -6 | 3 | -35 | -5 | -7 | 2.0 | 7 | 0 | 38
17) CCCCCn1c(N(C)Cc2ccccc2)nc2c1c(=O)[nH]c(=O)n2C
 : -13 | 0 | 3 | 14 | -6 | -1.5 | 5 | -5 | 41
18) Cc1ccc2c(c1)-c1ncc(C(=O)c3cc(Br)ccc3O)cc1CO2
 : -11 | 7 | -6 | -16 | -11 | -0.9 | 0 | 3 | 47
19) CCCCN(C)CCNC(=O)CCNC(=O)Cn1ccc2ccccc2c1=O
 : -6 | 5 | -10 | -9 | 0 | 0.4 | 9 | 0 | 26
20) COC(=O)CSc1nc(C(C)C)nc2ccccc12
 : -29 | 7 | -22 | -9 | 1 | 2.0 | 1 | 0 | -1
21) COc1cccc2c(SCC(=O)N/N=C/c3ccc(O)c(O)c3)cc(C)nc12
 : -2 | 7 | 17 | -12 | -5 | 1.8 | -3 | 2 | -12
22) Cc1nnsc1C(=O)Nc1cccc(Cl)c1C
 : -3 | 5 | 13 | 9 | 0 | 0.4 | 3 | 0 | 7
23) CC(C)CC(C(=O)OCC(=O)Nc1ncc(Cl)cc1Cl)N1C(=O)c2ccccc2C1=O (stereo not given)
 : -12 | -1 | 10 | 0 | -17 | 0.8 | 3 | -3 | 10
24) Cn1c(COc2ccccc2)nnc1SCC(=O)Nc1ccc(N2CCOCC2)c(Cl)c1
 : -7 | 4 | 2 | -12 | 7 | 1.3 | -3 | 0 | 24
25) O=C(O)c1cccc(Oc2ccc([N+](=O)[O-])cc2)c1
 : -8 | 7 | -28 | -15 | -10 | -0.1 | 9 | 2 | 15
26) O=c1c2cn[nH]c2[nH]c(=S)n1-c1ccccc1F
 : -9 | -2 | -12 | 3 | -9 | -0.6 | -1 | -1 | 19
27) S=C1NC2=C(CCCC2=C2SCCCS2)C(c2ccccc2)N1 (stereo not given)
 : 0 | 5 | 20 | 0 | -9 | -4.2 | -1 | -6 | 12
28) O=C(Cc1ccc(Br)cc1)N1CCN(c2ccccc2)CC1
 : -5 | 1 | -24 | 10 | 4 | 1.8 | -6 | -5 | 15
29) CC(C)CNc1nc(Oc2ccc(=O)[nH]n2)nc(N(C)C)n1
 : -6 | 2 | 33 | 2 | + | 0.8 | 1 | -3 | 24
30) CCCn1c(C)cc(C(=O)COC(=O)c2c(C)nn(-c3ccccc3)c2C)c1C
 : -12 | 4 | -12 | -17 | -9 | -0.4 | 9 | 1 | 52

Other structures:
Fields – S1P4 antagonist | BaF3 tox | NPY-Y1 PAM-ag | NPY-Y2 PAM-ag | p47phox inh | S1P4 agonist | NPY Y1 blocker | Ba/F3 V617F tox | CHOP inh
31) C=CCn1c(SCc2csc(-c3ccc(C)cc3)n2)nnc1-c1ccccc1OC
 : -7 | 6 | -10 | -9 | -15 | 0.7 | 0 | -3 | 32
32) Cc1ccc(CNC(=O)COC(=O)CSc2cc(C)c(Br)cc2C)cc1
 : -1 | 4 | -10 | 1 | 0 | 5.8 | 5 | -2 | 28
33) CC1CCCN(C(=O)CN2CCC(c3nc4ccc(Cl)cc4[nH]3)CC2)C1 (stereo not given)
 : -8 | 7 | 0 | -22 | 3 | 0.0 | nt | -5 | -7
34) O=C(Cn1cncn1)N/N=C/c1cc([N+](=O)[O-])ccc1O
 : 0 | 0 | -4 | 2 | -8 | 0.9 | nt | 3 | 15
35) COc1ccc(N(C)C(=S)Oc2ccc(C(=O)Nc3ccccc3)cc2)cc1
 : -7 | 1 | 7 | 12 | 4 | -0.7 | -4 | 3 | 28
36) O=S(=O)(NCC(c1cccnc1)N1CCOCC1)c1ccc(Cl)cc1 (stereo not given)
 : -15 | 1 | -2 | -3 | -9 | -1.0 | 1 | 3 | -1
37) COCCN(C(=O)CCC(=O)Nc1ccccn1)C(C(=O)NC1CCCC1)c1ccc(OC)cc1 (stereo not given)
 : -18 | 3 | -10 | -4 | -12 | 1.1 | 5 | 3 | -2
38) S=c1[nH]c2ccccc2o1
 : -14 | 10 | 4 | -18 | -4 | 1.8 | 9 | 5 | 2
39) CNC(=O)C(=O)N/N=C/c1cccnc1
 : 13 | 1 | 2 | 9 | 6 | 0.2 | nt | -1 | 3
40) COc1cccc(C(=O)Nc2cccc(C(=O)NC3=NN(c4c(Cl)cc(Cl)cc4Cl)C(=O)C3)c2)c1
 : -6 | 6 | 1 | -1 | -24 | -1.2 | -4 | 0 | 2
41) COc1cc(-c2ncc3ccccn23)cc(OC)c1OC
 : -9 | 5 | 13 | 3 | 5 | 2.2 | -5 | -6 | 30
42) COC(=O)C1=C(C)N=C2SC(C)C(=O)N2C1/C=C/c1ccccc1 (stereo not given)
 : 0 | 5 | 17 | 11 | -10 | 2.5 | 5 | -2 | -1
43) Cc1ccc(-c2nn(-c3cc(Cl)ccc3[N+](=O)[O-])c(=O)c3ccccc23)cc1C
 : 2 | 6 | -25 | -8 | 2 | -1.2 | 4 | -2 | 3
44) CCCC1=[N+](CC(=O)c2ccc(Br)cc2)CCn2cccc21
 : -3 | 2 | 6 | -2 | -4 | 0.1 | nt | -1 | 10
45) Cc1nn(-c2ccccc2)c2sc(C(=O)OCn3nnc4ccccc4c3=O)cc12
 : -4 | 4 | -19 | 0 | 10 | 3.5 | -8 | -2 | 31
46) N#CCCN(/N=C/c1cccnc1)C1=NS(=O)(=O)c2ccccc21
 : -4 | 9 | 10 | 4 | -4 | 47* | 4 | 1 | -1
47) CN1CCN(c2ccc(NC(=O)CSc3ccccc3)cc2F)CC1
 : -14 | 5 | -5 | -6 | -8 | 0.6 | -1 | 2 | -9
48) COC(=O)c1ccc(Nc2cc(C)nc3ccccc23)cc1
 : -5 | 0 | -12 | -9 | -6 | 1.5 | nt | 6 | -2
49) Cn1c(=O)[nH]c(=O)c2c1nc(N1CCCCCC1)n2CCSc1nc2ccccc2o1
 : 5 | 0 | -6 | -11 | -4 | 0.5 | 4 | -3 | -3
50) Cc1ccccc1CSCc1nc2ccccc2[nH]1
 : -15 | 7 | 12 | -5 | -5 | -0.4 | 0 | 2 | 1
51) COc1ccc(C(=O)c2c(NC(C)=O)sc3c2CCN(C(=O)OC(C)(C)C)C3)cc1
 : 8 | 1 | -12 | -6 | -2 | -1.1 | nt | 2 | -11
52) CN1CCC(OC(=O)COc2ccc(Br)cc2)CC1
 : -8 | 2 | -9 | 6 | -8 | 2.0 | 3 | -3 | 14
53) CC(=O)Nc1ccc(C(=O)OCc2ccc(F)cc2)cc1
 : -5 | 4 | 8 | 4 | -9 | 0.7 | -3 | -1 | 3
54) CCOC(=O)C1CCN(C(=O)COc2ccc(Cl)cc2C)CC1
 : -1 | 5 | -4 | 0 | -3 | 0.1 | 2 | -2 | 20
55) Cc1ccc(NC(=O)Cn2cccc2)cc1
 : -5 | 6 | -5 | -5 | 4 | 1.9 | 12 | 4 | 23
56) Cc1cc(C)nc(Nc2n[nH]c(COc3ccc4ccccc4c3)n2)n1
 : 5 | 4 | 19 | -5 | -2 | 1.4 | -1 | 3 | 87*
57) COc1cc(CNCCc2ccc(S(N)(=O)=O)cc2)ccc1OCC(=O)N1CCCCC1
 : 1 | 1 | 19 | 8 | -5 | 0.9 | 5 | -2 | 3
58) O=C(C[n+]1ccccc1)N/N=C/c1ccccc1[N+](=O)[O-]
 : -5 | 14 | -23 | -3 | 3 | 0.3 | -2 | 4 | -4
59) O=C(NCc1ccc2c(c1)OCO2)c1ccc(NS(=O)(=O)c2ccc3c(c2)OCCO3)cc1
 : 10 | 6 | -9 | 0 | -13 | 1.5 | 17 | -1 | 1
60) COc1ccc(F)cc1C(=O)C1CCCN(Cc2c[nH]c3ccccc23)C1 (stereo not given)
 : -14 | 4 | -8 | -4 | -5 | 1.3 | -4 | -2 | 22
61) Cc1ccc(C)c(N=Cc2ccc(-c3ccc([N+](=O)[O-])cc3)o2)c1
 : 9 | 7 | 18 | 8 | -11 | 7.3 | -2 | -2 | 9
62) CCCCNC(=O)c1cc2n(n1)C(C(F)(F)F)CC(c1ccccc1)N2 (stereo not given)
 : 5 | -1 | 6 | 6 | 57* | 0.6 | 9 | 1 | 21

Some of the entries above, set out differently:
49	Cn1c(=O)[nH]c(=O)c2c1nc(N1CCCCCC1)n2CCSc1nc2ccccc2o1
50	Cc1ccccc1CSCc1nc2ccccc2[nH]1

| assay / entry | 49 | 50 |
| --- | --- | --- |
| S1P4 antagonist | 5 | -15 |
| BaF3 tox | 0 | 7 |
| NPY-Y1 PAM-ag | -6 | 12 |
| NPY-Y2 PAM-ag | -11 | -5 |
| p47phox inh | -4 | -5 |
| S1P4 agonist | 0.5 | -0.4 |
| NPY Y1 blocker | 4 | 0 |
| Ba/F3 V617F tox | -3 | 2 |
| CHOP inh | -3 | 1 |

Compound activity deposited in PubChem by several laboratories.
